MITF primary – MITF inhibitors, primary screen, biochemical, AlphaScreen, human. Microphthalmia-associated transcription factor (Homo sapiens), O75030. AlphaScreen MITF homodimerization, bead proximity signal. inhibition, % at 2.6 µM. 0.91% of 650,000 active. AID 1259374, 2018; in the data active means inhibition above about 50%;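 further: 0% = vehicle wells with protein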
Target sequence (O75030 whole entry, looked up): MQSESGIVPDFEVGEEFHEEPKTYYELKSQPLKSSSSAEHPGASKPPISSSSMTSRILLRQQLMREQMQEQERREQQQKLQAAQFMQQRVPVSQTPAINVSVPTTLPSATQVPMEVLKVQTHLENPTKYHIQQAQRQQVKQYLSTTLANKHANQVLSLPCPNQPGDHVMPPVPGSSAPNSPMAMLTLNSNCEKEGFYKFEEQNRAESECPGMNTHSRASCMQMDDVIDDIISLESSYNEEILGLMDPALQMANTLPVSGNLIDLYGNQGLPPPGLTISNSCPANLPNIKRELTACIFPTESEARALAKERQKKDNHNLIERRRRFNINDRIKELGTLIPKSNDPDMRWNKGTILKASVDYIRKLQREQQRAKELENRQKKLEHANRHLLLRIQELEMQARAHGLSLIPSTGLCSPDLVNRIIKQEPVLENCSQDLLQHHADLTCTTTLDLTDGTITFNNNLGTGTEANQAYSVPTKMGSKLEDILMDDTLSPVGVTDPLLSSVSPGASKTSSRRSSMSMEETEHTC
TEAD-YAP inh – TEAD-YAP interaction inhibition, primary screen, TEAD-YAP interaction inhibitor project, luminescence, HEK-TIYL cells; 1.4% of 640,000 active; TEAD-Gal4/YAP UAS-luciferase luminescence; inhibition, % at 9.12 µM; AID 1259422, 2018; in the data active means inhibition above about 32%;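 further: 0% = median of test compound wells and 100% = reference inhibitor wells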
GPR151 activ – activators of human GPR151, primary screen, cell-based, PathHunter beta-arrestin, luminescence; G-protein coupled receptor 151 (Homo sapiens), Q8TDV0; activation, % at 11.2 µM; PathHunter beta-arrestin GPR151 cells; 1% of 650,000 active; in the data active means activation above about 4.9%;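 further: 0% = median of compound wells and 100% = cells with positive control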
Target sequence (Q8TDV0 whole entry, looked up): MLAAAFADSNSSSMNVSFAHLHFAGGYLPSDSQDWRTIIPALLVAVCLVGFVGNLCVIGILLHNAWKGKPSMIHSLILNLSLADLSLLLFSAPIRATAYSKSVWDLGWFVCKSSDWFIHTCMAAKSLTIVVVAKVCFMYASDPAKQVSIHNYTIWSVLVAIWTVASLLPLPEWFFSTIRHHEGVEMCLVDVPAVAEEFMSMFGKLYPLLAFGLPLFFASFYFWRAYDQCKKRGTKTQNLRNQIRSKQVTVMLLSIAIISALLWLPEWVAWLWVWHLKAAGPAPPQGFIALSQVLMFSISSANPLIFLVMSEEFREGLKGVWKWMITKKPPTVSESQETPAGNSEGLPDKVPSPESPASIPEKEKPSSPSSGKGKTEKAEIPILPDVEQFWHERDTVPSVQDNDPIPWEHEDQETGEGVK
FBW7 act – FBW7 E3 ligase activators, primary screen, biochemical, AlphaScreen, human; F-box/WD repeat-containing protein 7 (Homo sapiens), Q969H0; AlphaScreen FBW7–phospho-cyclin E peptide binding, activator screen; normalized activity (activation), % at 26.1 µM; 0.13% of 650,000 active; in the data active means normalized activity above about 1.9%;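 further: purified mutant Fbw7 with reduced substrate affinity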
* = called active by the depositor.

SMILES	MITF primary	TEAD-YAP inh	GPR151 activ	FBW7 act
CCOC(=O)C1=C(c2ccccc2)N=c2s/c(=C\c3ccccc3OC)c(=O)n2C1c1cccc(OC)c1OC (configuration not stated)	6	1	-0.4	-0.1
COc1ccn2c(C3CCCN(C(C)=O)C3)nc(-c3ccc4c(c3)OCO4)c2c1 (configuration not stated)	5	6	-3.1	0.1
COC(CNc1ncc(-c2cc3ccccc3s2)cn1)OC	-4	-56	0.6	0.0
COc1cccc(-n2cc(C(=O)NCc3ccc(C)cc3)c3ccccc3c2=O)c1	-1	-7	0.3	-0.1
CCCN1C(=O)NC(C(F)(F)F)(C(F)(F)F)C2=C1CC(C)(C)CC2=O	11	8	-1.1	0.0
Cc1cc2oc3c(c(=O)c2cc1C)C(c1ccncc1)N(CCN1CCOCC1)C3=O (configuration not stated)	-4	-4	0.2	0.3
CCc1ccc(-n2nnnc2SCC(=O)N2C(C)CCCC2C)cc1 (configuration not stated)	5	4	1.5	0.0
Brc1cccc(CNCc2ccccn2)c1	17	-14	-1.2	-0.7
CCCN(CCC)S(=O)(=O)c1ccc(NC(=O)c2ccccc2OCC)cc1	0	-3	-1.0	0.7
COc1ccc(-c2nc(P(=O)(OC)OC)c(NCc3ccccc3Cl)o2)cc1	10	-2	0.1	0.9
CC(C)CCN1CCc2nnc(CNS(=O)(=O)c3ccccc3)n2CC1	-15	2	-0.7	0.1
Cc1cc(F)ccc1Nc1c(-c2ccccc2)c(=O)c1=O	7	-12	0.9	0.7
O=C(c1ccccc1)N(Cc1ccccc1)c1ccccn1	4	4	4.5	-0.1
CCCCNS(=O)(=O)c1ccc2c(c1)CCN2C(=O)CC	-8	-4	1.2	-0.1
CCCCS(=O)c1sc2nc(-c3cccs3)cc(-c3ccccc3)c2c1N (configuration not stated)	8	4	1.4	0.2
O=C(NC[C@@H]1CCCN(C(=O)c2cnccn2)C1)c1ccco1	-4	6	-0.8	-0.1
O=C1CCC(CCC(=O)N2CCN(C3CCCCC3)C(=O)C2)(Cc2ccco2)N1 (configuration not stated)	9	3	-1.0	0.1
CC(=O)N(C)c1ccc(NC(=S)Nc2cccc([N+](=O)[O-])c2)cc1	2	-4	-0.6	0.4
CCOCCn1c(=NC(=O)c2ccnn2C)sc2cc(NC(C)=O)ccc21	3	-1	-1.2	-0.1
CN(Cc1cscn1)C(=O)C1CC12CCN(Cc1cn(C)c3ccccc13)CC2 (configuration not stated)	-23	-3	-0.4	0.0

Part of the list above in order of number of heavy atoms, smallest number first.
SMILES	MITF primary	TEAD-YAP inh	GPR151 activ	FBW7 act
CCCCNS(=O)(=O)c1ccc2c(c1)CCN2C(=O)CC	-8	-4	1.2	-0.1
O=C(NC[C@@H]1CCCN(C(=O)c2cnccn2)C1)c1ccco1	-4	6	-0.8	-0.1
CC(=O)N(C)c1ccc(NC(=S)Nc2cccc([N+](=O)[O-])c2)cc1	2	-4	-0.6	0.4
CC(C)CCN1CCc2nnc(CNS(=O)(=O)c3ccccc3)n2CC1	-15	2	-0.7	0.1
CCCCS(=O)c1sc2nc(-c3cccs3)cc(-c3ccccc3)c2c1N (configuration not stated)	8	4	1.4	0.2
CN(Cc1cscn1)C(=O)C1CC12CCN(Cc1cn(C)c3ccccc13)CC2 (configuration not stated)	-23	-3	-0.4	0.0

More records.
SMILES	MITF primary	TEAD-YAP inh	GPR151 activ	FBW7 act
Cc1nnc2n1CCN(Cc1cccn1-c1cccnc1)CC2	5	-18	0.8	0.1
CCOc1c(Cl)cc(/C=C2/C(=N)N3OC(C)=CC3=NC2=O)cc1OC	-4	3	1.5	0.1
OC1CCN(c2cc(-c3ccccc3F)nc(-c3cccnc3)n2)CC1	-4	11	0.1	-0.1
CCCn1c(=O)c2c(nc3n(-c4ccccc4)c(C)cn23)n(C)c1=O	23	-2	-1.5	0.8
CNC(=O)CN(Cc1ccccc1)S(=O)(=O)c1c(C)cc(C)cc1C	-1	-1	-0.3	0.1
CC(C)N(C(=O)CSc1nnc(Cc2csc(Nc3ccccc3)n2)o1)C(C)C	19	8	1.2	0.4
O=[N+]([O-])c1cccc(S(=O)(=O)NCCSc2nc3ccccc3s2)c1	8	2	1.7	0.1
COc1cccc(N2C(=O)CN(C3CCN(Cc4ccccc4)C3)CC2C)c1 (configuration not stated)	8	7	-0.5	-0.1
CCCS(=O)(=O)c1ncc(Cl)c(C(=O)Nc2ccccc2OC)n1	-13	-20	-0.1	-0.1
C=CCN1CC(c2nc3ccccc3n2Cc2ccccc2C)CC1=O (configuration not stated)	12	3	4.5	0.0

Molecules shown so far with a furan ring, fused or not (two):
SMILES	MITF primary	TEAD-YAP inh	GPR151 activ	FBW7 act
O=C(NC[C@@H]1CCCN(C(=O)c2cnccn2)C1)c1ccco1	-4	6	-0.8	-0.1
O=C1CCC(CCC(=O)N2CCN(C3CCCCC3)C(=O)C2)(Cc2ccco2)N1 (configuration not stated)	9	3	-1.0	0.1

Additional entries.
SMILES	MITF primary	TEAD-YAP inh	GPR151 activ	FBW7 act
COC(=O)c1sc2nc(C)c(C(C)=O)cc2c1N	41	-33	-0.4	-0.1
CCOC(=O)Nc1ccc2c(c1)CCC(=O)N2CC	12	-3	1.8	0.0
CCn1cc(CCCC(=O)NCc2cccnc2)c2ccccc21	8	1	0.5	0.1
CCOC(=O)c1sc2ncn(CC(=O)NCCC3=CCCCC3)c(=O)c2c1C	-13	-4	1.7	2.2*
Cc1ccccc1NC(=O)C(=O)NCCCn1ccnc1	-1	-3	0.7	-0.2
O=C(COc1ccc(F)cc1F)Nc1ccc(F)cc1	9	-43	-1.6	0.2
Cc1nn2c(C(F)(F)F)cc(-c3ccc(F)cc3)nc2c1-c1ccccc1	7	8	-0.8	-0.1
CCc1cccc(NC(=O)CN(C)S(=O)(=O)c2ccc3c(c2)n(C)c(=O)c(=O)n3C)c1	-7	1	-0.2	-0.1
CCNc1nc(NCC)n2c(SCC(=O)Nc3ccc(OCC)cc3)nnc2n1	-16	12	1.4	0.1
CC(=O)c1ccc(NC(=O)C(C)Oc2cccc(C)c2)cc1 (configuration not stated)	-4	-41	0.3	0.0
FC(F)(F)c1ccccc1Nc1nc(-c2ccccc2)c2cc(Cl)ccc2n1	0	1	0.1	-0.1
COC(=O)Cc1c(C)nc2nc(NCc3ccc(OC)cc3)[nH]n2c1=O	6	1	-0.7	0.0
Cc1nc(Cl)c([N+](=O)[O-])c(N2CCCC2)n1	13	4	-0.1	0.6
CSc1ccc(C2SCC(=O)N2c2ccc(Br)cc2)cc1 (configuration not stated)	18	8	-2.0	0.0
O=S(=O)(NCc1cccnc1)c1c(Cl)cccc1Cl	-11	0	-1.1	0.1
O=C(CN1CCN(Cc2ccccc2)CC1)N/N=C\c1ccccc1Br	18	8	-0.8	0.3
Cc1ncc([N+](=O)[O-])n1-c1nc(N2CCOCC2)ncc1F	11	-11	-1.8	0.6
COc1ccc(NS(=O)(=O)c2ccc3c(c2)oc(=S)n3C)cc1	-3	7	-1.8	0.0
CCOC(=O)C1CCN(Cc2ccc3c(c2)OCO3)CC1	38	3	1.1	-0.1
O=c1/c(=C/c2ccccn2)sc2nc3ccccc3n12	-1	-26	0.9	0.1

As entered above.
Value of COC(=O)Cc1c(C)nc2nc(NCc3ccc(OC)cc3)[nH]n2c1=O under MITF primary: 6
Value of CCOC(=O)C1CCN(Cc2ccc3c(c2)OCO3)CC1 under FBW7 act: -0.1

The results go on.
SMILES	MITF primary	TEAD-YAP inh	GPR151 activ	FBW7 act
Cc1nc2c(C)cccn2c1C(=O)NC(C)c1ccc(F)cc1 (configuration not stated)	7	13	-0.2	0.2
COc1ccc(C)cc1S(=O)(=O)Nc1cccc(Cl)c1	-1	4	-1.5	0.0
Cc1cccc(C(=O)Nc2cc(-c3nc4cc(C)cc(C)c4o3)ccc2C)c1	-7	-9	0.7	0.2
Cc1ccc(C(=O)C(C)Sc2nc3sc4c(c3c(=O)n2-c2ccc(Cl)cn2)CCCC4)cc1 (configuration not stated)	-5	-5	0.0	-0.1
CCCCOC(=O)C1C2C=CC3(CN(c4ccc(C)cc4)C(=O)C13)O2 (configuration not stated)	5	8	0.7	-0.1
O=C(NCCOc1ccccc1)c1cccc(-c2csc3ccccc23)n1	0	-6	2.6	-0.2
COc1cc(/C=C2\SC(=O)N(CC(=O)c3ccccc3)C2=O)cc([N+](=O)[O-])c1O	0	-5	0.1	0.3
COc1ccc(OC)c(/C=C2/SC(=S)N(C(C)C(=O)O)C2=O)c1 (configuration not stated)	4	5	2.0	0.1
CCCOc1ccccc1-c1c(C#N)c(N)nc(OC)c1C#N	7	2	0.3	0.0
COc1ccc(CC(=O)Nc2cc(C(=O)O)cc(C(=O)O)c2)cc1	0	5	0.2	-0.1
Cc1[nH]n(-c2ccc(Br)cc2)c(=O)c1/C=N/O	16	1	-4.2	0.5
O=C(Nc1ccc(Br)cc1F)c1cnccn1	4	-8	0.8	-0.3
Cc1ccc(S(=O)(=O)N(CC(=O)N2CCC(C(N)=O)CC2)c2ccc(C)cc2C)cc1	-8	2	0.4	-0.1
Cc1cc(/C=C2\C(=N)N3N=C(S(C)(=O)=O)SC3=NC2=O)c(C)n1Cc1ccccc1	6	0	0.6	-0.3
O=C(Cn1nnc(-c2ccc(N3CCOCC3)cc2)n1)NCCc1ccccc1	-4	-52	-0.2	0.0
CC(OC(=O)c1cccnc1Cl)C(=O)Nc1ccc([N+](=O)[O-])cc1C(F)(F)F (configuration not stated)	6	1	-0.4	-0.1
COc1ccc(-c2cnn(-c3ccc(C(=O)O)cc3)c2)cc1	3	20	-11	0.2
CCCCN(C)Cc1ccccc1[N+](=O)[O-]	27	-4	-0.4	-0.2
Cc1nc(Nc2cc(Nc3ccccc3S(=O)(=O)NC(C)C)c(C(F)(F)F)cn2)cc(-c2cncnc2)n1	3	15	-0.5	-0.1
CC(=O)n1c(/C=C2/N=C(c3ccc([N+](=O)[O-])cc3Cl)OC2=O)cc2ccccc21	5	1	0.8	-0.1
CCOC(=O)c1ccc(N2C(=O)C(CC(=O)Nc3ccc(F)cc3)N(CCCN3CCN(c4cccc(Cl)c4)CC3)C2=S)cc1 (configuration not stated)	6	11	1.2	0.0
O=S(=O)(c1cc(Cl)ccc1Cl)N1CCN(c2cc(-n3ccnc3)ncn2)CC1	-1	7	-0.1	0.1
CCC(c1nnnn1C1CCCC1)N1CCN(c2ccccc2F)CC1 (configuration not stated)	5	8	0.1	0.2
CC(=O)N1CCN(Cc2ccc3c(c2)CN(C(=O)c2cc(F)cc(F)c2)CCO3)CC1	7	0	-0.2	0.2
Cc1cc(S(=O)(=O)N2CCOC23CCN(C(=O)c2cccc(F)c2)CC3)ccc1F	13	-4	-0.3	0.1
CCCCOc1ccc(/C(O)=C2\C(=O)C(=O)N(CCCN(C)C)C2c2ccc(O)c(OC)c2)c(C)c1 (configuration not stated)	5	3	0.0	0.2
O=C(NCCOc1ccccc1)C1CCCN1S(=O)(=O)c1ccc2ccccc2c1 (configuration not stated)	18	4	-0.1	-0.2
CCOc1ccc(NC(=O)C(=O)NCCN2CCN(S(=O)(=O)c3ccc(C)cc3)CC2)cc1	-11	2	-0.2	-0.3
COc1ccccc1C(=O)N/C(=C\c1ccc2c(c1)OCO2)C(=O)Nc1ccc(C(C)=O)cc1	10	15	1.2	0.2
Cc1ccc(C(=O)N/C(=C\c2ccc(Br)cc2)C(=O)Nc2ccc([N+](=O)[O-])cc2)cc1	2	-6	-1.2	-0.3
CCC(=O)NC(c1ccc([N+](=O)[O-])cc1)c1c(O)ccc2ccccc12 (configuration not stated)	-1	-5	-0.1	-0.1
NC1=NC(=O)CC(C(=O)Nc2cc(Cl)ccc2Cl)S1 (configuration not stated)	-29	5	1.9	0.1
CCOC(=O)COc1ccc(S(=O)(=O)NC(C)CC)cc1 (configuration not stated)	-4	4	5.3*	-0.1
COc1ccc(N2C(=O)NC(=O)/C(=C\c3ccc(C)s3)C2=O)cc1	9	3	3.9	0.0
CCOC(=O)c1cnc2ccc(OCC)cc2c1Nc1cccc(C(F)(F)F)c1	6	-14	0.0	0.2
COc1ccc(C(=O)NCC(=O)Nc2ccccc2C(F)(F)F)cc1OC	0	4	1.9	-0.1
Cc1cc(C=C(C#N)C#N)c(C)n1-c1cccc(Cl)c1	1	-5	0.2	0.0
COc1cccc(C2/C(=C(/O)c3ccc(C)cc3)C(=O)C(=O)N2CC(C)O)c1 (configuration not stated)	11	8	0.3	0.0
CC(=O)c1cccc(NC(=O)CN(c2cccc(C)c2)S(=O)(=O)c2ccc(C)cc2)c1	0	2	1.9	-0.1
Cc1ccccc1-c1nc2cc(NC(=O)c3ccc(OCc4ccccc4)cc3)ccc2o1	-4	1	1.3	-0.1
NC(=O)CN1C(=O)CC(c2ccco2)Sc2ccccc21 (configuration not stated)	17	-5	0.2	0.0
CCN(CC)C(=O)/C(=C/c1ccc2c(c1)OCO2)NC(=O)c1ccccc1Cl	-2	1	2.1	0.0
O=C(O)c1c(Cl)c(Cl)c(Cl)c(Cl)c1C(=O)N1CCOCC1	10	12	-1.2	1.3
CC(C(=O)N1CCC(c2ccncc2)CC1)c1ccccc1 (configuration not stated)	3	-18	0.1	-0.2
Cc1ccc(N2C(=O)NC(=O)/C(=C/c3ccc(N(C)C)c([N+](=O)[O-])c3)C2=O)cc1C	10	6	0.9	-0.3
CCCOc1ccc(/C(O)=C2/C(=O)C(=O)N(CCN3CCOCC3)C2c2cccc(Oc3ccccc3)c2)c(C)c1 (configuration not stated)	-3	2	1.0	-0.1

Assay outcomes as filed in PubChem BioAssay.
